Epigenetic derep: regulators of epigenetic silencing causing reporter derepression in mouse cells; murine LDR cells, GFP reporter derepression, 30 h; Potency, µM (highest dose often 53.9 µM), for inactives: at the highest dose GFP activation, hits mostly activators; actives 0.2% (n = 280,000); AID 1865; note: potency is the fitted concentration of half-maximal effect; % of control where 0% means no effect; nearly all actives have a fitted effect of over 60% in size
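Derepression of a silenced CMV-GFP reporter in murine LDR cells is scored by enumerating GFP-positive cells with a laser-scanning microplate cytometer after 30 hours of treatment at 37 C.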
NPSR antag: antagonists of human neuropeptide S receptor cAMP signaling. actives 1% (n = 220,000). Potency, µM (highest dose often 38.3 µM), inactives show at the highest dose activity change, negative = inhibition, actives largely listed as inhibitors. AID 1461. CHO-NPSR cells, cAMP TR-FRET, antagonist mode; note: potency is the fitted concentration of half-maximal effect; % is set by controls: 0 for no effect and ±100 for the full control effect; nearly all actives have a fitted effect of over 50% in size; many of its hits are not listed in these tables
Target sequence (Q6W5P4 whole entry, looked up): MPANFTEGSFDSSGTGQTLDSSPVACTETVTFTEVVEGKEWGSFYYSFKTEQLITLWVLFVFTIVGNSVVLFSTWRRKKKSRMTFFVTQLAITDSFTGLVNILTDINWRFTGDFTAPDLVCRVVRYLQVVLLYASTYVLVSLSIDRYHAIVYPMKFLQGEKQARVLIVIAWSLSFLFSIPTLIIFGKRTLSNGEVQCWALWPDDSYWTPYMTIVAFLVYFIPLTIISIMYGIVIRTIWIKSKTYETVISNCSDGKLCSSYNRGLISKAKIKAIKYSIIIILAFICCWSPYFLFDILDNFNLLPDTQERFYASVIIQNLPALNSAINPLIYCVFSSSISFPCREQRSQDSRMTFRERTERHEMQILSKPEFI
TR SRC2 fluor cs: Texas Red fluorescence interference in TRb-SRC2 counter-screen; Potency, µM (highest dose often 106 µM), for inactives: top-dose fluorescence change, negative = quenching; actives 0.29% (n = 280,000); TRb/SRC2 Texas Red total fluorescence interference; AID 1479; active = well fitted curve in either direction with a large enough effect; inconclusive = small, poorly fitted or top-dose-only effect; note: potency is the fitted concentration of half-maximal effect; % is set by controls: 0 for no effect and ±100 for the full control effect
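Human TRβ ligand-binding domain (0.6 uM) and Texas Red SRC2 peptide (20 nM) in Tris buffer with 1 uM T3 and 5% DMSO were incubated with pinned compound for 5 hr at ambient temperature. Total fluorescence was computed as S + 2P (555/632 nm).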
GLA spleen mod: inhibitors or activators of human alpha-galactosidase in spleen homogenate | P06280 | human spleen homogenate, 4MU-alpha-Gal fluorescence, 40 min | Potency, µM (doses to about 80 µM), for inactives: at the top dose activity change, negative = inhibition, hits mostly inhibitors | actives 0.008% (n = 240,000) | AID 2107;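 note: potency is the fitted concentration of half-maximal effect; 0% = enzyme with vehicle and -100% = no enzyme basal signal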
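Human spleen homogenate (1 ug) was the enzyme source, with 4-methylumbelliferyl-alpha-D-galactopyranoside (1 mM final) in pH 5.0 citrate buffer with 0.01% Tween-20. Compounds were titrated; after 40 min at 37C, NaOH/glycine stop, 4-MU fluorescence read; AC50 from Hill fits.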
TRb SRC2 PPI: TRbeta-SRC2 interaction inhibition; P10828; TRbeta-SRC2 peptide binding, fluorescence polarization; receptor liganded with 1 µM T3; Potency, µM (titrated, usually from 106 µM), inactives show at the highest dose activity change, negative = inhibition, hits mostly inhibitors; actives 0.065% (n = 280,000); AID 1469;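 note: potency is the fitted concentration of half-maximal effect; plate controls were bound peptide for no effect and peptide without receptor for full effect; nearly all actives have a fitted effect of over 50% in size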
Target sequence (P10828 whole entry, looked up): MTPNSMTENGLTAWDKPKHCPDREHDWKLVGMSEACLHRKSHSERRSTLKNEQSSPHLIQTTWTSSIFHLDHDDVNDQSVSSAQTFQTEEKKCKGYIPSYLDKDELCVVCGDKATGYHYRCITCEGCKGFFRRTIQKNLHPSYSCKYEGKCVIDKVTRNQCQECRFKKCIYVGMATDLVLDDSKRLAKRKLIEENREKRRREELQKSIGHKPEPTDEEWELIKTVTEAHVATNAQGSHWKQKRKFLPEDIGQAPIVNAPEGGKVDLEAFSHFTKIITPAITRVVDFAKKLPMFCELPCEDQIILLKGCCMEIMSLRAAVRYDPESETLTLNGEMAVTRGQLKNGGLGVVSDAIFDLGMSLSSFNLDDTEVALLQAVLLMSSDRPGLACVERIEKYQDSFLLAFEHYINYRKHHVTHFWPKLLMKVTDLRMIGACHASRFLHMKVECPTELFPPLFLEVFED
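Human TRb LBD (0.6 uM) plus Texas Red-labeled SRC2 peptide (20 nM), 1uM T3, 5% DMSO, 5 hr at ambient temperature. Decreased polarization (555/632 nm) flags inhibition; data normalized to free and bound peptide controls.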
Tau fluor cs: counter-screen for tau fibril formation inhibitors; Potency, µM (series often up to 57.7 µM), for the others: top-dose activity change, negative = decrease; actives 0.93% (n = 280,000); AID 1463; tau K18 P301L (four-repeat tau fragment) Alexa594 fluorescence, heparin fibrillization; note: potency is the fitted concentration of half-maximal effect; % is set by controls: 0 for no effect and ±100 for the full control effect; nearly all actives have a fitted effect of over 55% in size
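Human K18 P301L tau (15 uM unlabeled plus 0.24 uM Alexa 594-labeled, final) in 100 mM sodium acetate pH 7 was mixed with compound and 20 uM heparin and incubated 6 hr at 37 C.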
Tau fibril FP: inhibitors of human tau fibril formation | actives 0.39% (n = 280,000) | Potency, µM (series often up to 57.7 µM), inactives show at the top dose activity, negative = inhibition, actives largely listed as inhibitors | K18 P301L tau heparin fibrillization, Alexa594 FP, 6 h; note: potency is the fitted concentration of half-maximal effect; % is set by controls: 0 for no effect and ±100 for the full control effect; nearly all actives have a fitted effect of over 55% in size
Target sequence (P10636 561-689 P618L limits assumed): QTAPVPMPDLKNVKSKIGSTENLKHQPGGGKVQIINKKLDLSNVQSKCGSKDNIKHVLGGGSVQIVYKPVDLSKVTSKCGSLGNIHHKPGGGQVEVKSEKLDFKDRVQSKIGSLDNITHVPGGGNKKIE
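FP of Alexa 594-tau after heparin (20 uM) induction. Substrate: human K18 P301L, 15 uM unlabeled, 0.24 uM labeled. Buffer 100 mM sodium acetate pH 7. 6 hr, 37 C.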
CBFb RUNX1 block: inhibitors of human CBF-beta and RUNX1 interaction; 230,000 tested, under 10 active; Q01196+Q13951; AlphaScreen CBFb-His/RUNX1-biotin binding, biochemical; Potency, µM (series often up to 59.8 µM), inactives show at the top dose activity, negative = inhibition, hits mostly inhibitors; AID 1477; note: % of control where 0% means no effect
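CBFb-His/RUNX1-biotin, 30 nM each, preincubated 20 min RT; compound 15 min RT; Ni + streptavidin beads 50 ng each, 90 min RT; AlphaScreen read.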
Active calls of the source: *; u = inconclusive; x = not tested or not shown; [ ] = remark or other dose. Unless noted, calls come from the whole dose curve; as a rule, active = well fitted curve in the direction sought with a large enough effect; inconclusive = small, poorly fitted or top-dose-only effect, or another doubt; inactive = no such curve, though single readings can be large; an effect the other way counts as inactive or inconclusive. Some of the compounds tested. The share of hits here may be higher or lower than overall.

SMILES	Epigenetic derep	NPSR antag	TR SRC2 fluor cs	GLA spleen mod	TRb SRC2 PPI	Tau fluor cs	Tau fibril FP	CBFb RUNX1 block
COc1ccc(C(NC(=O)c2ccccc2F)NC(=O)c2ccccc2F)cc1	1.1%	7.3%	-5.1%	0.1%	1.2%	5.1%	11.4%	-3.0%
S=C1COC(c2ccccc2)N1c1ccccc1 (stereo not given)	-0.8%	2.0%[46.1 µM]	-0.6%	-8.0%	-4.8%	6.3%	1.5%	-8.4%
CSC1=N/C(=C\c2cccc(F)c2)C(=O)S1	2.9%	-11.7%[46.1 µM]	0.4%	0.7%	-13.0%	-18.8%	-6.1%	-7.9%
Cc1cc(C)cc(C(=O)N(CCc2ccccc2)C2=CC3CCC(C2)N3C)c1 (stereo not given)	-1.3%	-39.4%	-0.8%	-8.1%	-9.8%	-2.9%	-1.4%	-2.0%
CCN(CC)CCNC(=O)c1c2c(nc3ccccc13)C(=O)N(C1CCCCC1)C2	0.0%	x	-3.1%	x	0.1%	1.9%	6.3%	x
CC[N+]1(CC)CC2CCC(C)(C1)C2(C)C (stereo not given)	2.2%	19.7%	-1.2%	-0.1%	-2.2%	0.6%	-5.7%	-2.9%
CCCCc1nnc(NC(=O)CSc2nc(O)c(-c3ccccc3)c(=O)[nH]2)s1	2.6%	16.2%	-8.1%	-1.5%	4.9%	-25.1%	-17.2%	-8.4%
CC12CCC(C(=O)Nc3nccs3)(OC1=O)C2(C)C (stereo not given)	-4.6%	-4.0%[46.1 µM]	0.2%	-3.2%	-6.4%	-6.5%	-11.8%	-2.8%
CN(/N=C/c1cc(Cl)cc(Cl)c1O)C(=S)NC(C)(C)C	1.1%	31.0%	-6.1%	-1.3%	1.2%	u	-2.5%	2.7%
COc1cccc(NC(=O)C2CCN(c3nn4cc(-c5ccc(F)cc5)nc4s3)CC2)c1	u	x	u	x	-5.4%	-22.9%	-4.9%	x
CC(NC(=O)c1ccc(Br)s1)c1ccncc1 (stereo not given)	-3.8%	-2.5%	-1.4%	2.4%	-1.8%	-2.2%	-3.4%	-1.7%
CCC1CCCCC1	x	x	-1.4%	10.2%	-6.4%	x	x	14.3%
CCN(Cc1cc2ccccc2[nH]c1=O)C(=O)c1cccnc1	-1.3%	0.1%[46.1 µM]	1.8%	5.9%	4.5%	0.4%	-2.5%	5.2%
COc1cc(OC)cc(C(=O)Nn2c(C)nc3ccccc3c2=O)c1	-0.8%	-17.9%[46.1 µM]	0.1%	4.0%	4.8%	9.7%	-0.8%	1.4%
O=C(CSc1nc2cc(C(=O)NC3CCCC3)ccc2c(=O)n1CC1CCCO1)c1cccc(Cl)c1 (stereo not given)	u	x	-2.0%	x	2.5%	-12.4%	3.8%	x
COc1ccc(NS(=O)(=O)c2ccc3[nH]c4c(c3c2)CCCC4)c(OC)c1	-0.4%	x	7.8%	x	2.6%	15.8µM*[quencher]	14.7%	x
CC1(C)C2CCC1(C)C(OC(=O)CC(=O)O)C2 (stereo not given)	-2.4%	17.6%[46.1 µM]	-4.5%	-9.7%	-2.5%	2.6%	-2.8%	6.2%
CCNc1cc(N2CCN(S(=O)(=O)c3ccc4c(c3)CCCC4)CC2)ccc1[N+](=O)[O-]	-1.1%	-4.3%[46.1 µM]	0.9%	7.8%	-6.0%	-8.8%	-0.7%	-0.7%
CSC1=NCCN1C(=O)COc1ccc2ccccc2c1	-2.4%	-0.8%[46.1 µM]	-1.3%	1.4%	0.8%	-10.5%	1.9%	-1.8%
O=c1c(-c2cc(-c3ccc(Cl)cc3)nc3c2COc2ccccc2-3)coc2ccccc12	-1.2%	x	-2.7%	x	0.9%	-4.3%	u	x
Cn1c(CCNC(=O)c2ccco2)nc2cc(NC(=O)COc3ccc(Cl)cc3)ccc21	u	x	u	x	-0.4%	-10.7%	u	x
Cc1nc(NC(=O)c2ccccc2)sc1-c1csc(N)n1	-1.6%	-14.8%[46.1 µM]	-7.4%	-1.9%	6.4%	u	-3.5%	-16.3%
O=C(Nc1cnccn1)c1cccc(C(F)(F)F)c1	0.0%	u	0.2%	0.2%	5.8%	0.2%	-1.9%	9.0%
Cn1c2ccccc2c(=O)c2c(=O)n(C3CCCCC3)c(-c3ccco3)nc21	0.0%	-1.9%	-1.9%	-20.5%	-11.8%	1.3%	5.8%	-4.7%
O=C(O)c1ccc(N=NN2CCOCC2)cc1	0.9%	13.3%	0.6%	9.3%	-8.0%	-12.3%	u	2.7%

The list continues:
SMILES	Epigenetic derep	NPSR antag	TR SRC2 fluor cs	GLA spleen mod	TRb SRC2 PPI	Tau fluor cs	Tau fibril FP	CBFb RUNX1 block
COc1ccc(C(=O)c2c(C)oc3ccc(O)c(CN4CCOCC4)c23)cc1	-7.3%	-20.9%[46.1 µM]	-2.2%	-2.4%	-12.3%	-18.0%	-11.9%	0.7%
N#C/C(=C/c1ccc(F)cc1)C(N)=S	4.5%	0.4%	-4.1%	-2.8%	-5.4%	-12.1%	-3.4%	-7.5%
COc1ccc(C)cc1NC(=O)CSc1nnc(-c2ccco2)n1Cc1ccco1	-0.7%	-11.6%[46.1 µM]	-1.0%	-5.7%	-15.6%	-5.6%	2.1%	-9.2%
Cc1occc1C(=O)N1CCN(c2ncccn2)CC1	-6.3%	-5.0%[46.1 µM]	0.6%	8.4%	-2.5%	3.1%	4.2%	5.3%
CCCn1c(=O)[nH]c(=O)c2c1nc(-c1cccs1)n2CCOC	-1.4%	-11.6%	-2.0%	-4.6%	1.6%	-6.1%	3.3%	4.4%
C/C(=N\NC(=O)c1ccccn1)c1ccc(C(=O)O)s1	-7.9%	5.8%	-0.6%	11.2%	-5.8%	-7.9%	-4.6%	6.6%
COc1cccc(NC(=O)CNS(=O)(=O)c2ccc(Cl)cc2)c1	-2.0%	1.0%	-0.5%	1.1%	2.6%	-7.9%	-2.5%	-1.5%
Cc1cc(C(=O)NC2CCCc3ccccc32)no1 (stereo not given)	3.9%	1.3%[46.1 µM]	0.9%	0.5%	5.4%	-2.4%	-3.5%	-2.7%
Cc1ccc(-c2cn3c(n2)sc2cc(C(=O)NCCC4=CCCCC4)ccc23)cc1	0.0%	x	-31.7%	x	-4.8%	7.0%	0.6%	x
Cc1ccc(NC(=O)CSCCc2ccccn2)nc1	-6.9%	-7.6%[46.1 µM]	3.8%	6.4%	-14.0%	-5.0%	-3.1%	0.1%
CC(=O)Nc1cccc(NC(=O)C2CCCN2C(=O)Nc2ccccc2C)c1 (stereo not given)	-1.4%	4.4%[46.1 µM]	-0.6%	5.2%	2.2%	0.2%	-2.7%	3.6%
O=C(CCCn1c(=S)[nH]c2ccsc2c1=O)Nc1ccc2c(c1)OCO2	1.3%	-13.8%	0.8%	0.9%	0.9%	-22.2%	4.3%	-7.9%
Cc1ccc(S(=O)(=O)N[C@H]2COC(=O)[C@@H](C)COC(=O)[C@H](C)NC(=O)C/C=C\[C@H]2C)cc1	3.4%[10.1 µM]	x	0.6%[11.2 µM]	-8.1%[17.5 µM]	3.7%[11.2 µM]	0.7%[11.6 µM]	7.1%[11.6 µM]	-1.9%[13.1 µM]
CCc1nnc(NC(=O)CSc2nnc(-c3ccco3)o2)s1	-3.7%	7.4%	-0.8%	5.4%	-3.0%	1.9%	-1.5%	-20.0%
O=C(c1cccnc1)N1CCN(C(=O)c2cccs2)CC1	0.0%	-4.5%[46.1 µM]	-1.2%	-4.9%	3.7%	7.4%	1.6%	0.3%
O=C(Nc1cnccn1)C1c2ccccc2Oc2ccccc21	-1.1%	-6.5%[46.1 µM]	3.3%	-5.3%	-5.5%	-0.1%	-8.8%	5.4%
CCn1nnnc1SCC(=O)c1cc(OC)ccc1OC	0.0%	3.4%[46.1 µM]	-4.1%	5.3%	-4.2%	1.7%	-0.7%	1.4%
Cc1ccccc1-n1c(Cn2c(=O)sc3ccccc32)nnc1SCC(N)=O	-0.9%	19.2%[46.1 µM]	-9.1%	-9.2%	-6.7%	11.0%	1.3%	5.8%
CCOc1ccc(N2CC(C(=O)Nc3ccc(S(=O)(=O)N4CCOCC4)cc3)CC2=O)cc1 (stereo not given)	0.0%	-11.9%[46.1 µM]	0.5%	3.7%	-3.5%	-7.1%	-10.8%	-4.9%
Cc1nc2sc(C(c3ccc(Br)cc3)N3CC(C)OC(C)C3)c(O)n2n1 (stereo not given)	0.0%	-6.7%[46.1 µM]	2.0%	-1.0%	-0.2%	-10.3%	-4.1%	1.9%
O=C(COC(=O)C1CCN(S(=O)(=O)c2ccc3c(c2)OCCO3)CC1)Nc1ccc(C(F)(F)F)cc1	0.0%	10.9%	u	1.9%	-19.4%	u	u	-0.4%
CCOc1ccccc1CNc1ccc2cc(S(=O)(=O)N3CCC(C)CC3)ccc2n1	8.8%	x	-2.0%	x	2.7%	-27.0%	-3.9%	x
CN(CCNC(=O)C1CCN(S(=O)(=O)c2cnc[nH]2)CC1)Cc1ccccc1	-1.0%	7.0%[46.1 µM]	-2.2%	-0.4%	-4.3%	-13.5%	-9.8%	2.0%
Cc1ccccc1C(=O)NNC(=S)NC(=O)c1ccccc1	1.0%	-10.5%	-5.9%	1.4%	1.7%	-3.2%	8.7%	10.0%
Cc1ccc(-n2nc(C(=O)Nc3ccc(F)cc3F)c3c4ccccc4n(C)c3c2=O)cc1	-0.9%	x	-0.6%	x	-1.5%	-0.7%	-15.2%	x

Structural class, the compounds so far with a COOH group
SMILES	Epigenetic derep	NPSR antag	TR SRC2 fluor cs	GLA spleen mod	TRb SRC2 PPI	Tau fluor cs	Tau fibril FP	CBFb RUNX1 block
CC1(C)C2CCC1(C)C(OC(=O)CC(=O)O)C2 (stereo not given)	-2.4%	17.6%[46.1 µM]	-4.5%	-9.7%	-2.5%	2.6%	-2.8%	6.2%
O=C(O)c1ccc(N=NN2CCOCC2)cc1	0.9%	13.3%	0.6%	9.3%	-8.0%	-12.3%	u	2.7%
C/C(=N\NC(=O)c1ccccn1)c1ccc(C(=O)O)s1	-7.9%	5.8%	-0.6%	11.2%	-5.8%	-7.9%	-4.6%	6.6%
